# High-throughput results (PubChem)
# Rac1 wt modul = wildtype Rac1 GTP binding modulators, primary screen, biochemical, GST-Rac1 beads, flow cytometry, multiplex. Ras-related C3 botulinum toxin substrate 1 (Homo sapiens), P63000. fluorescent GTP binding; actives lie on both sides; 0 = cold GTP competed, 100 = untreated. GTP binding activity (% of control), % at 10 µM. actives 0.27% (n = 190,000). AID 757, 2007;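 active = GTP binding activity at least 20 points away from the 100% control level, either lower or higher; inconclusive = compound flagged as likely green fluorescent, judged across all proteins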
# Pf gametocyte = late stage P. falciparum gametocyte viability inhibitors, primary screen, ATP luminescence, HTS | AID 743093, 2013 | inhibition, % at 10.9 µM | actives 0.065% (n = 150,000) | P. falciparum stage V gametocytes, 24 h;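 active = inhibition above the mean plus 3 SD of compounds within the control limits, set per campaign, cut at about 38% in these data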;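 also: 0% = DMSO wells and 100% = medium only without gametocytes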
# Rac1 act GTP bind = GTP binding modulators of activated mutant Rac1, primary screen, biochemical, bead-based flow cytometry, multiplex, fluorescent GTP | AID 764, 2007 | percent activity (GTP binding), % at 10 µM | actives 0.11% (n = 190,000) | GST-Rac1 activated beads; actives lie on both sides; 100% means binding = to untreated wells | Ras-related C3 botulinum toxin substrate 1 (Homo sapiens), P63000;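 active = GTP binding at least 20 percentage points away from the 100% baseline, in either direction, so actives lie on both sides; inconclusive = Compound likely fluorescent itself, or too few beads counted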
# Mcl1-Noxa inh = Mcl-1/Noxa binding inhibitors, primary screen, biochemical, TR-FRET, 1536-well; AID 1022, 2008; inhibition, % at 21.7 µM; TR-FRET Mcl-1/Noxa peptide binding, 2 h; Induced myeloid leukemia cell differentiation protein Mcl-1 (Homo sapiens), Q07820; actives 1.5% (n = 220,000);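 active = compounds that cut the protein-peptide binding signal by more than 50% relative to plate controls in a single-dose test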;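 also: His-tagged Mcl-1 with rhodamine Noxa BH3 peptide and terbium anti-His antibody; 0% = Mcl-1 plus Noxa peptide wells and 100% = peptide-only wells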
# Target sequence (Q07820 whole entry, looked up): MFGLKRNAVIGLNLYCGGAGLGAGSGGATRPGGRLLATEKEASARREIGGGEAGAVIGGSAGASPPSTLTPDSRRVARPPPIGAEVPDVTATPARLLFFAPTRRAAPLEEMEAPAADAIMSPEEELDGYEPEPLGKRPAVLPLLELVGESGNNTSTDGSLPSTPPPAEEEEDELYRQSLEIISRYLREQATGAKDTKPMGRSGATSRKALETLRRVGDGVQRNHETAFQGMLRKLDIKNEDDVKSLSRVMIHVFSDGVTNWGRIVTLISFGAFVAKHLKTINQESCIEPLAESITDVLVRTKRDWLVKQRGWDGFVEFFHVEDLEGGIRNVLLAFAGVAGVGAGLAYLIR
# Mcl-1 Bim block = inhibitors of Bim peptide binding to Mcl-1, primary screen, biochemical, bead-based flow cytometry, multiplex | Bim peptide-Mcl-1 binding | inhibition, % at 10 µM | actives 0.1% (n = 190,000); in the data active = inhibition above about 40%;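 also: 0% = no compound tracer wells and 100% = peptide blocker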
# Rab2 wt GTP = modulators of GTP binding to Rab2A wildtype, primary screen, biochemical, dog, bead-based flow cytometry, multiplex | Ras-related protein Rab-2A (Canis lupus familiaris), P61105 | GST-Rab2 wt beads, Bodipy-GTP binding | GTP binding activity, % at 10 µM | actives 0.19% (n = 190,000) | AID 760, 2007;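 active = GTP binding activity at least 20 points away from 100%, either lowered or raised; inconclusive = signal likely due to the compound's own green fluorescence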;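 also: 0% = beads with excess unlabeled GTP and 100% = no-compound control corrected for plate trend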
# HRas wt GTP bind = modulators of GTP binding to HRas wildtype, primary screen, biochemical, bead-based flow cytometry, multiplex; AID 759, 2007; GTPase HRas (Homo sapiens), P01112; actives 0.14% (n = 190,000); GTP binding activity, % at 10 µM; GST-Ras wt beads, Bodipy-FL-GTP binding; actives lie on both sides;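 active = GTP binding activity at least 20% away from the 100% baseline, either lowered as inhibitor or raised as activator; inconclusive = flagged as likely green fluorescent, judged across all proteins in the well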;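 also: 0% = unlabeled GTP competition control and 100% = no-compound control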
# Target sequence (P01112 whole entry, looked up): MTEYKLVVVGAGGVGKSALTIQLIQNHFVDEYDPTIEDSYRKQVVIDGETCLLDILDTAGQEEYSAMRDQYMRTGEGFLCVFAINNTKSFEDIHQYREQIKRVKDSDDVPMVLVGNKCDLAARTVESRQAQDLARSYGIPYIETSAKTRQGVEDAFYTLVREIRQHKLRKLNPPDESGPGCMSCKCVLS
# Cdc42 wt = modulators of GTP binding to wildtype Cdc42, primary screen, biochemical, multiplex bead flow cytometry, Bodipy-GTP; GST-Cdc42 beads; actives lie on both sides; percent activity (GTP binding), % at 10 µM; actives 0.2% (n = 190,000);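 active = percent activity GTP binding at least 20 points away from the 100% baseline, either down as inhibitor or up as activator; inconclusive = compound flagged as likely green fluorescent from well-wide comparison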;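 also: median bead fluorescence of bound Bodipy-FL-GTP at 100 nM; 0% = excess unlabeled GTP control and 100% = no compound control; below 100% means less GTP binding so inhibitor and above means activator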
# Target sequence (P60953 whole entry, looked up): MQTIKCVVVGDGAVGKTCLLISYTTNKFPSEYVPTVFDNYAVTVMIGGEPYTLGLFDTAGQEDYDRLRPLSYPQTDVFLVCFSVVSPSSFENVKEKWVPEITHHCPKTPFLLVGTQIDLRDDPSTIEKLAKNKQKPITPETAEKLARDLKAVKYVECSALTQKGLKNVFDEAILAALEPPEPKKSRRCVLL
# Rab7 wt modul = modulators of GTP binding to Rab7, primary screen, biochemical, wildtype, multiplex bead flow cytometry; Rab7 GTPase wild type (dog), Bodipy-FL-GTP binding; GST-Rab7 beads, fluorescent GTP binding; actives lie on both sides; untreated = 100%, excess cold GTP = 0%; GTP binding activity (percent of control), % at 10 µM; actives 0.055% (n = 190,000);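 active = fluorescent GTP binding to Rab7 beads changed by at least 20 points from the 100% baseline, either direction, mostly lower; inconclusive = compound itself probably fluorescent, or too few beads counted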;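 also: median green fluorescence of bound Bodipy-FL-GTP per Rab7 bead population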
# Avidin fluor = green autofluorescence of compounds with avidin beads – biophysical, 488/530 nm, flow cytometry, artefact control, profiling panel; compound fluorescence 488/530 nm; active compounds read high; actives 0.38% (n = 220,000); fluorescence (KMESF) at 10 µM; in the data active = fluorescence above about 47; also: inactives centre near 10
# Mcl1-Bid inh = Mcl-1/Bid binding inhibitors, primary screen, biochemical, TR-FRET, 1536-well; TR-FRET Mcl-1/Bid-Dy647 peptide binding; inhibition, % at 21.7 µM; actives 0.97% (n = 220,000);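 active = compounds that cut the binding signal by more than half at the single screening dose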;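 also: His-tagged Mcl-1 with europium anti-His antibody binding Bid BH3 peptide; 0% = Mcl-1 plus peptide wells and 100% = peptide-only wells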
# An asterisk follows results filed as active; ? = inconclusive; · = no result given.
# Each structure is followed by: Cdc42 wt	Rac1 act GTP bind	Rab2 wt GTP	Avidin fluor	Rab7 wt modul	Pf gametocyte	Mcl1-Bid inh	Rac1 wt modul	HRas wt GTP bind	Mcl1-Noxa inh	Mcl-1 Bim block
CC(=O)Oc1cc2c(C(=O)NCCCN3CCOCC3)c(C)oc2c2ccccc12
  104	101	103	13	100	-19	-31	101	104	13	0
CCc1nn(-c2ccccc2)c(N)c1C#N
  104	101	98	13	96	0	1	103	102	-10	-1
Cc1ccc(NC(=O)C(C)N2C(=O)c3ccccc3C2=O)cc1 (configuration not stated)
  98	96	95	6	98	·	-25	98	99	15	8
NC(=O)CN(c1ccccc1)C1SC(=O)N(Cc2ccccc2)C1=O (configuration not stated)
  99	101	98	15	97	-4	-47	98	99	-10	0
Cc1csc(=N)n1CC(=O)N1CCc2ccccc21
  100	95	98	12	98	-2	-9	96	99	·	-4
CCCC1CCc2c(c3ccccc3[nH]c2=O)O1 (configuration not stated)
  98	99	99	5	100	·	10	100	99	0	-1
O=C(NC(C(=O)c1ccccc1)N1CCCCCC1)c1ccco1 (configuration not stated)
  101	98	96	21	100	10	-2	104	100	5	-5
CCN(C(=O)COC(=O)/C=C/c1ccccc1[N+](=O)[O-])C1CCS(=O)(=O)C1 (configuration not stated)
  94	95	98	26	96	-5	-6	95	96	4	0
CCOC(=O)c1cccc(NC(=O)/C(=C\c2ccccc2)NC(=O)c2ccccc2Cl)c1
  104	104	105	12	98	·	-18	107	102	8	-2
CCn1cc(C(=O)NCc2ccco2)c(=O)c2cc(S(=O)(=O)N3CC(C)CC(C)C3)ccc21 (configuration not stated)
  ?	?	?	12	?	-1	10	?	?	19	0
CC1(c2ccc(Cl)cc2)NC(=O)N(CC(=O)NCc2cccs2)C1=O (configuration not stated)
  100	101	101	14	99	-4	-25	103	100	8	-10
N#Cc1cn(CC(=O)N2CCc3ccccc3C2)c2ccccc12
  103	101	100	19	97	·	1	106	102	-3	4
Cn1nnnc1SCC(=O)NCc1cccs1
  103	102	99	7	93	-47	-6	100	99	-4	-3
CNCCOc1ccccc1OC(C)C
  101	97	99	18	105	-3	9	101	99	35	0
Cc1ccc(S(=O)(=O)N2CCN(C(=O)c3cccs3)CC2)cc1C
  94	95	96	24	99	4	-6	96	95	-6	-3
N#C/C(=C\c1cn(CC(=O)N2CCCCC2)c2ccccc12)C(=O)NCc1ccc2c(c1)OCO2
  96	98	98	1	100	-17	-1	99	98	26	1
Oc1ccc(N=Cc2ccc(OCc3ccccc3)cc2)cc1
  95	95	98	10	102	-8	-46	99	101	24	-3
COC(=O)CCCNC(=O)c1ccc2[nH]c(C)c(C)c2c1
  97	99	97	5	96	-15	-48	100	98	32	1
O=C(NCCc1c[nH]c2ccccc12)C1Cc2ccccc2CN1C(=O)c1ccco1 (configuration not stated)
  98	96	96	40	98	·	-32	94	99	12	0
CCC(C)(C)NC(=O)CN(C(=O)CNS(=O)(=O)c1ccc(C)cc1)c1ccc2c(c1)OCCO2
  96	95	94	9	96	5	-7	92	97	·	-1

# A draw from above in order of number of heavy atoms, low to high:
# Each structure is followed by: Cdc42 wt	Rac1 act GTP bind	Rab2 wt GTP	Avidin fluor	Rab7 wt modul	Pf gametocyte	Mcl1-Bid inh	Rac1 wt modul	HRas wt GTP bind	Mcl1-Noxa inh	Mcl-1 Bim block
CCCC1CCc2c(c3ccccc3[nH]c2=O)O1 (configuration not stated)
  98	99	99	5	100	·	10	100	99	0	-1
COC(=O)CCCNC(=O)c1ccc2[nH]c(C)c(C)c2c1
  97	99	97	5	96	-15	-48	100	98	32	1
O=C(NC(C(=O)c1ccccc1)N1CCCCCC1)c1ccco1 (configuration not stated)
  101	98	96	21	100	10	-2	104	100	5	-5
NC(=O)CN(c1ccccc1)C1SC(=O)N(Cc2ccccc2)C1=O (configuration not stated)
  99	101	98	15	97	-4	-47	98	99	-10	0
CCN(C(=O)COC(=O)/C=C/c1ccccc1[N+](=O)[O-])C1CCS(=O)(=O)C1 (configuration not stated)
  94	95	98	26	96	-5	-6	95	96	4	0
CC(=O)Oc1cc2c(C(=O)NCCCN3CCOCC3)c(C)oc2c2ccccc12
  104	101	103	13	100	-19	-31	101	104	13	0
O=C(NCCc1c[nH]c2ccccc12)C1Cc2ccccc2CN1C(=O)c1ccco1 (configuration not stated)
  98	96	96	40	98	·	-32	94	99	12	0
CCOC(=O)c1cccc(NC(=O)/C(=C\c2ccccc2)NC(=O)c2ccccc2Cl)c1
  104	104	105	12	98	·	-18	107	102	8	-2
CCn1cc(C(=O)NCc2ccco2)c(=O)c2cc(S(=O)(=O)N3CC(C)CC(C)C3)ccc21 (configuration not stated)
  ?	?	?	12	?	-1	10	?	?	19	0
N#C/C(=C\c1cn(CC(=O)N2CCCCC2)c2ccccc12)C(=O)NCc1ccc2c(c1)OCO2
  96	98	98	1	100	-17	-1	99	98	26	1

# (listing goes on)
# Each structure is followed by: Cdc42 wt	Rac1 act GTP bind	Rab2 wt GTP	Avidin fluor	Rab7 wt modul	Pf gametocyte	Mcl1-Bid inh	Rac1 wt modul	HRas wt GTP bind	Mcl1-Noxa inh	Mcl-1 Bim block
COCCNC(=O)CCCn1c(=O)c2cc(OC)c(OC)cc2n(CC(=O)NCCC2=CCCCC2)c1=O
  94	97	97	8	96	2	3	96	94	7	0
C=CCn1c(O)c(CN2CCN(Cc3ccccc3)CC2)c(C)c(C#N)c1=O
  98	100	99	7	97	·	-60	105	101	0	-1
CCC1CCC(C(=O)NNC(=O)OC)CC1 (configuration not stated)
  104	100	100	4	98	·	-8	104	101	5	0
Cn1c(N2CCN(S(=O)(=O)c3ccc(Cl)cc3)CC2)nc2ccccc21
  91	94	92	8	91	-12	-4	95	92	-11	-9
O=C(NCCC(c1ccccc1)c1ccccc1)c1cnccn1
  ?	?	?	6	?	·	-57	?	?	-19	-4
COC(=O)C1(C)CCc2cc(OC)ccc2C1=O (configuration not stated)
  102	101	98	15	98	·	-11	109	101	-2	-2
c1ccc2c(c1)nnn1c3ccccc3nc21
  97	97	94	6	97	·	-10	100	99	-2	2
Cc1cc(=O)[nH]c(SCC(=O)Nc2nc(-c3ccccc3)c(-c3ccccc3)o2)n1
  93	96	94	3	95	-6	-33	99	95	7	-4
Cc1oc(-c2ccc(Cl)cc2)nc1CS(=O)CC(=O)NCc1cccs1 (configuration not stated)
  101	96	100	5	104	·	-13	99	99	4	16
O=C(OCc1ccccc1)/C(=C/c1ccc(Cl)cc1)NC(=O)c1ccccc1Cl
  101	99	98	23	103	-19	-6	102	101	0	-1
O=C(CSc1ccc([N+](=O)[O-])cn1)Nc1ccc2c(c1)OCCO2
  96	92	96	5	106	16	-12	102	98	11	-2
Cc1c(Cl)cccc1NC(=O)Nc1ccc(C(=O)N2CCCC2)cc1
  103	102	98	11	99	-11	-6	105	100	15	-5
CCc1sc(NC(C)=O)nc1-c1ccccc1
  95	94	95	21	101	-2	-28	94	98	-5	1
CC(=O)Nc1ccc(Oc2sc(C(=O)c3ccccc3)c(N)c2C#N)cc1
  106	99	106	23	105	6	-20	105	105	0	-2
Cc1c(C(C)NC(=O)Nc2ccc(F)cc2F)cnn1C (configuration not stated)
  101	97	101	18	102	-18	-7	103	98	8	-2
Cc1ccc(C(=O)N2CCN(c3ccccc3F)CC2)cc1S(=O)(=O)N1CCOCC1
  95	95	99	2	105	23	-18	98	98	12	-3
CC(NC(=O)C(c1ccccc1)c1ccccc1)C(=O)O (configuration not stated)
  104	102	104	6	105	17	-9	107	103	0	-2
O=C(NC1CCCC1)c1ccc2nc[nH]c2c1
  104	101	102	15	98	-10	-31	103	100	-48	2
CC1Cc2ccccc2N1C(=O)CSc1nnc(NC(=O)Cc2cccs2)s1 (configuration not stated)
  96	95	93	10	95	·	-44	95	97	31	-3
COc1cccc(C(c2nnnn2C(C)(C)C)N2CCN(C3CCCCC3)CC2)c1OC (configuration not stated)
  106	101	107	16	98	17	-6	109	106	1	-6

# Later entries.
# Each structure is followed by: Cdc42 wt	Rac1 act GTP bind	Rab2 wt GTP	Avidin fluor	Rab7 wt modul	Pf gametocyte	Mcl1-Bid inh	Rac1 wt modul	HRas wt GTP bind	Mcl1-Noxa inh	Mcl-1 Bim block
CC(=O)c1ccc(NCCC(=O)c2ccccc2)cc1
  95	93	96	10	110	14	-47	100	97	7	1
CCn1c2ccccc2c2nnc(SCC(N)=O)nc21
  101	98	101	28	99	·	-12	103	100	9	-2
CCN(CC)Cc1c(O)ccc2occ(C(=O)c3ccc(OC)cc3)c12
  96	96	97	6	100	-2	-36	101	99	12	-8
N#C/C(=C\c1ccc(N2CCCCC2)o1)C(N)=O
  104	102	109	11	112	1	-26	104	103	-7	2
CN1C(=O)CC(NNC(=O)c2ccccc2)C1=O (configuration not stated)
  106	101	102	17	99	·	-6	102	106	15	-2
Cc1ccccc1CSCCNC(=O)CCSc1ccccc1
  101	97	99	8	100	9	-2	99	99	20	-1
CC(C)Oc1ccc(N2CC(C(=O)Nc3ccc(N4CCOCC4)cc3)CC2=O)cc1 (configuration not stated)
  103	100	102	5	99	·	-23	110	104	24	-1
COCCCn1c(C(C)C)nc2oc3cc(OC)ccc3c(=O)c2c1=O
  99	97	97	26	93	1	5	96	98	12	0
CC(=O)Nc1c([N+](=O)[O-])cc(C)c(Cl)c1[N+](=O)[O-]
  98	96	97	11	103	-4	-22	97	99	5	0
COc1ccc(CN2CC(C(=O)NCC3CCCO3)CC2=O)cc1 (configuration not stated)
  99	97	98	5	100	·	9	96	100	4	0
O=C(c1n[nH]c2ccccc12)N1CCN(S(=O)(=O)c2ccc3ccccc3c2)CC1
  104	99	103	13	101	8	3	103	106	-16	0
